Bioassay records deposited in PubChem by National Center for Advancing Translational Sciences (NCATS).
TRb SRC2 PPI: qHTS for Inhibitors of the Interaction of Thyroid Hormone Receptor and Steroid Receptor Coregulator 2 | TRbeta-SRC2 peptide binding, fluorescence polarization; receptor liganded with 1 µM T3 | Potency, µM (titrated, usually from 106 µM), for the others: at the top dose activity change, negative = inhibition, hits mostly inhibitors | 0.065% of 280,000 active | AID 1469, 2008;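 also: plate controls were bound peptide for no effect and peptide without receptor for full effect; nearly all actives have a fitted effect of over 50% in size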
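Fluorescence polarization of 20 nM Texas Red SRC2 peptide (20-aa NR interaction domain) bound to 0.6 uM human TRb ligand-binding domain, with 1 uM T3, after 5 hr at ambient temperature; inhibition seen as decreased polarization.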
Tau ThT inhib: qHTS for Inhibitors of Tau Fibril Formation, Thioflavin T Binding | Microtubule-associated protein tau (Homo sapiens), P10636 | recombinant tau K18 P301L, heparin-induced fibrillization, ThT fluorescence | Potency, µM (top dose mostly 57.4 µM), for inactives: top-dose activity, negative = inhibition, most hits filed as inhibitors | 2.1% of 270,000 active | AID 1460, 2008; also: % is scaled to controls: 0 for no effect and ±100 for the full control effect; nearly all actives have a fitted effect of over 55% in size
Target sequence (P10636 561-689 P618L limits assumed): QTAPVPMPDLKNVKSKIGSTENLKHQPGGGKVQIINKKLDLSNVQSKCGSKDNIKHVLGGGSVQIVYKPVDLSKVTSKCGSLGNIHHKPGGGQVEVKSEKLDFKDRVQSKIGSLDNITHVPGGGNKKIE
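Fibril formation assay: tau K18 P301L at 15 uM with trace Alexa 594 label, heparin inducer 20 uM, pH 7 sodium acetate buffer, 37 C for 6 hr; endpoint ThT signal.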
Tau fibril FP: qHTS for Inhibitors of Tau Fibril Formation, Fluorescence Polarization; Microtubule-associated protein tau (Homo sapiens), P10636; K18 P301L tau heparin fibrillization, Alexa594 FP, 6 h; Potency, µM (series often up to 57.7 µM), for inactives: top-dose activity, negative = inhibition, usual class: inhibitors; 0.39% of 280,000 active; AID 1468, 2008; also: % is scaled to controls: 0 for no effect and ±100 for the full control effect; nearly all actives have a fitted effect of over 55% in size
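Steps: dispense K18 P301L tau (15 uM plus 0.24 uM Alexa 594 tracer, final) in pH 7 sodium acetate; add compound; add heparin (20 uM final); incubate 6 hr, 37 C; add ThT (30 uM final); after 1 hr ambient, read FP.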
RECQ1 inh: qHTS Assay for Inhibitors of RecQ-Like Dna Helicase 1 (RECQ1); ATP-dependent DNA helicase Q1 (Homo sapiens), P46063; RECQ1 DNA unwinding, red fluorescence kinetic read; Potency, µM (series often up to 57.3 µM), inactives show at the highest dose activity, negative = inhibition, usual class: inhibitors; 0.54% of 240,000 active; AID 2549, 2010;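 also: plate controls were vehicle for no effect and no enzyme for full effect; nearly all actives have a fitted effect of over 30% in size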
Target sequence (P46063 whole entry, looked up): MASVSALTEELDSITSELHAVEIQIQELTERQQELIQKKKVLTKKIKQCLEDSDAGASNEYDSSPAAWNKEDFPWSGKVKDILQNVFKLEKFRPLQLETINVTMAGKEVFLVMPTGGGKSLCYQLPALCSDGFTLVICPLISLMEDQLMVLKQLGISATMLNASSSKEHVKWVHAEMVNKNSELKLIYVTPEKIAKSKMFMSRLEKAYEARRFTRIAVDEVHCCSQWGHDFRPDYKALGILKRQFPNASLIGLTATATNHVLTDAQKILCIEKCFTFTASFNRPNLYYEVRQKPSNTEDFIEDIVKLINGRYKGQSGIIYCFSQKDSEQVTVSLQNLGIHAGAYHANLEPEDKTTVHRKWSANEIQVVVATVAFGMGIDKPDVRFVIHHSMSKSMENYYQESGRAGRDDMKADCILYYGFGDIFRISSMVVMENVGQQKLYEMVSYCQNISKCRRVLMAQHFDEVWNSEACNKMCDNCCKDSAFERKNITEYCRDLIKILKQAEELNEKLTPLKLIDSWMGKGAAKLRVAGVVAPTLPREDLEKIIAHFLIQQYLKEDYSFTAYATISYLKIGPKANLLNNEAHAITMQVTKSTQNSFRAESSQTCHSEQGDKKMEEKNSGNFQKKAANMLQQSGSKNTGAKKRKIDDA
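RECQ1T1 50 nM; forked duplex (20 bp + 30-nt ss tails) 200 nM, ATP 2 mM final; pH 8.0, 2 mM MgCl2, 2.5 ug/ml poly(dI-dC); 15 min compound preincubation; discontinuous kinetic read over 2 h at RT.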
Tau fluor counter: Counterscreen qHTS for Inhibitors of Tau Fibril Formation, Fluorescence Polarization | tau K18 P301L (four-repeat tau fragment) Alexa594 fluorescence, heparin fibrillization | Potency, µM (titrated, usually from 57.7 µM), without a hit: top-dose activity change, negative = decrease | 0.93% of 280,000 active; also: % is scaled to controls: 0 for no effect and ±100 for the full control effect; nearly all actives have a fitted effect of over 55% in size
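Human K18 P301L tau (15 uM unlabeled plus 0.24 uM Alexa 594-labeled, final) in 100 mM sodium acetate pH 7 was mixed with compound and 20 uM heparin and incubated 6 hr at 37 C.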
L3MBTL1 inh: qHTS Assay for the Inhibitors of L3MBTL1; AlphaScreen L3MBTL1–H3K9me1 peptide binding; Potency, µM (top dose mostly 57.1 µM), inactives show top-dose activity, negative = inhibition, actives largely listed as inhibitors; 0.66% of 230,000 active; AID 485360, 2010; also: % is scaled to controls: 0 for no effect and ±100 for the full control effect; nearly all actives have a fitted effect of over 60% in size
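Displacement of a biotinylated histone H3(1-15) peptide monomethylated at Lys9 (75 nM) from L3MBTL1 (50 nM) was measured by AlphaScreen after a 30 min room-temperature compound incubation; cefsulodin titration served as intraplate control.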
HTT ATP protect: qHTS Multiplex Assay to Identify Dual Action Probes in a Cell Model of Huntington: Cytoprotection (ATP); PC12 HTT-Q103 induced, cytoprotection, ATP luminescence, 40 h; Potency, µM (highest dose often 56.4 µM), without a hit: cytoprotection (ATP increase), usual class: activators; 0.14% of 230,000 active; AID 1471, 2008;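 also: % of control where 0% means no effect; nearly all actives have a fitted effect of over 45% in size; toxic huntingtin expression switched on by the ecdysone agonist tebufenozide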
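PC12 cells stably carrying ecdysone-inducible Htt exon 1 (Q103)–GFP were induced with 100 nM tebufenozide (final) alongside library compounds in a dose series. Cytoprotection was scored as retained ATP by ATPlite luminescence.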
TexasRed fluor: Total Fluorescence Counterscreen for Inhibitors of the Interaction of Thyroid Hormone Receptor and Steroid Receptor Coregulator 2. 0.29% of 280,000 active. TRb/SRC2 Texas Red total fluorescence interference. Potency, µM (highest dose often 106 µM), inactives show top-dose fluorescence change, negative = quenching; active = well fitted curve in either direction with a large enough effect; inconclusive = small, poorly fitted or top-dose-only effect; also: % is scaled to controls: 0 for no effect and ±100 for the full control effect
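Flags fluorescent or light-absorbing compounds by total fluorescence, S + 2P, at 555 nm excitation and 632 nm emission. Mixture: 20 nM Texas Red SRC2 peptide, 0.6 uM human TRb LBD, 1 uM T3, 5% DMSO; compound exposure 5 h at ambient temperature.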
The depositor's hits bear a star; i = inactive; ? = inconclusive; · = no result given; & = joins results of further samples; [ ] = another dose, or the depositor's remark. Unless noted, calls follow the shape of the dose curve; as a rule, active = well fitted curve in the direction sought with a large enough effect; inconclusive = small, poorly fitted or top-dose-only effect, or another doubt; inactive = no such curve, though single readings can be large; an effect the other way counts as inactive or inconclusive. Potency is read from the fitted curve at half-maximal effect.

SMILES | TRb SRC2 PPI | Tau ThT inhib | Tau fibril FP | RECQ1 inh | Tau fluor counter | L3MBTL1 inh | HTT ATP protect | TexasRed fluor
Nc1cccc(-c2ccc(CO)o2)c1 | 11% | ? | -5% | -1% | -14% | -5% | 4%[10 µM] | 1%
COc1cc(NC(=O)c2cc3cc4ccc(OC)c(Cl)c4nc3s2)cc(OC)c1 | -6% | ? | 1% | · | -10% | · | · | -6%
CCN(CC)C(=O)C1=C(C)Nc2nc3ccccc3n2C1c1cccc(OC)c1 (centres undefined) | -4%&-4% | -10%&-10% | 6%&4% | -9% | -17%&-12% | · | -7% | ?
COC(=O)c1ccccc1NC(=O)c1ccc(=O)n(Cc2cccc(C)c2)c1 | 1% | -16% | 4% | · | -14% | · | · | 3%
Cc1nc2cc(S(=O)(=O)C(F)(F)F)ccc2s1 | -11% | 0% | 1% | -6% | 8% | 3% | -6%[0.074 µM] | -1%
Cc1cc(C)cc(NC(=O)CSc2nnc(-c3cc4occc4n3C)n2-c2ccccc2C)c1 | 2% | -1% | -13% | · | -9% | · | · | 11%
CCS(=O)(=O)N1CCN(C(=O)c2cc(OC)cc(OC)c2)CC1 | -2% | -10% | -4% | -16% | -8% | · | 14% | 0%
COc1cc(/C=C2\SC(=S)N(N3CCOCC3)C2=O)ccc1O | 10% | -7% | -5% | i | 0% | · | -9%[10 µM] | 1%
CON(c1nc(N(C)C)nc(N(C)C)n1)S(=O)(=O)c1ccccc1Cl | -13% | -1% | 7% | 14% | -3% | 1% | -22% | 2%
CCO[C@@H]1OC(C(=O)NC2CC2)=C[C@H](c2c[nH]c3ccccc23)[C@H]1CCCO | 0% | 14% | 6% | i | 18% | · | -3%[10 µM] | -1%
C=CCc1cccc(/C=N/NC(=O)CCC(=O)Nc2ccc(C)cc2)c1O | 2% | -9% | ? | -11% | -14% | 5% | -13%[10 µM] | 1%
Cc1ccsc1/C=N\NC(=O)c1n[nH]c2c1CCC2 | -14% | 8% | -2% | -1% | 2% | 16% | -43%[10 µM] | 2%
C=CCN1C2=NCCCN2c2ccccc21 | 5% | -10% | 3% | i | -11% | -3% | 25%[10 µM] | -1%
Cc1cccc(S(=O)(=O)N(CC(=O)Nc2ccccc2C)Cc2ccco2)c1 | -2% | -5% | -3% | -16% | -13% | · | -8% | -2%
O=C(O)CNC(=O)/C(=C/c1ccco1)NC(=O)/C=C/c1ccccc1 | 2% | 9% | -5% | 11% | 4% | ? | -11%[10 µM] | -1%
Cc1nc(CN2CCN(C(=O)CCc3nnc(Cc4c[nH]c5ccccc45)o3)CC2)cs1 | 10% | -1% | 8% | -6% | 0% | 0% | -17% | 0%
CCCCCCOc1ccc(-c2nc3ccc(Br)cc3c(=O)o2)cc1 | -1% | -9% | ? | · | -2% | · | · | -7%
CCN(CC)CCNC(=O)c1cc2c(=O)[nH]c3ccc(C)cc3c2s1 | -1% | -7% | -2% | · | -3% | · | · | -4%
O=c1cc(N2CCc3ccccc32)[nH]c(=O)n1Cc1ccc(F)cc1 | 1% | -16% | -2% | -11% | -16% | 12% | -23% | -2%
Cn1cc(-c2ccccc2C(N)=O)c(=O)c2cc(Cl)ccc21 | 2% | 9% | 5% | i | 12% | 17% | 11%[10 µM] | -2%
S=C(NC1CCCC1)N1CCN(c2ncccn2)CC1 | -5% | -6% | 2% | i | -2% | -1% | -20%[1.9 µM] | 0%
CC(=O)NC12CC3CC(C)(C1)CC(NC(C)=O)(C3)C2 | 1% | -5% | -9% | -5% | -7% | -2% | -4% | -2%
CCCCOc1ccc(Nc2nc(C)cc(C)c2C#N)cc1 | -18% | -9% | 1% | -2% | -19% | -12% | 10%[10 µM] | -2%
Cc1ccc(OCC(=O)Nc2ccc(S(=O)(=O)N3CCN(C)CC3)cc2)cc1 | 6% | -13% | -5% | 1% | -15% | -7% | 1%[10 µM] | -1%
O=C(N/N=C1\CCS(=O)(=O)c2ccc(F)cc21)c1ccc([N+](=O)[O-])cc1 | -4% | -17% | -8% | 4% | -10% | · | 13%[10 µM] | -1%

Complete entries, looked up by structure:
`C=CCc1cccc(/C=N/NC(=O)CCC(=O)Nc2ccc(C)cc2)c1O` is entered as TRb SRC2 PPI = 2%; Tau ThT inhib = -9%; Tau fibril FP = ?; RECQ1 inh = -11%; Tau fluor counter = -14%; L3MBTL1 inh = 5%; HTT ATP protect = -13%[10 µM]; TexasRed fluor = 1%
`Cc1ccc(OCC(=O)Nc2ccc(S(=O)(=O)N3CCN(C)CC3)cc2)cc1` is entered as TRb SRC2 PPI = 6%; Tau ThT inhib = -13%; Tau fibril FP = -5%; RECQ1 inh = 1%; Tau fluor counter = -15%; L3MBTL1 inh = -7%; HTT ATP protect = 1%[10 µM]; TexasRed fluor = -1%

Following part:
SMILES | TRb SRC2 PPI | Tau ThT inhib | Tau fibril FP | RECQ1 inh | Tau fluor counter | L3MBTL1 inh | HTT ATP protect | TexasRed fluor
CN(c1ccc(Cl)cc1)c1cc(=O)n(C)c2ccccc12 | 0% | ? | ? | -6% | -15% | 9% | -36% | -2%
COc1cc(/C=N/NC(=O)COc2ccccc2C)ccc1OC(=O)c1cccs1 | 4% | -9% | -8% | -6% | -11% | -1% | 15% | 0%
Cc1cccc(NC(=O)c2cc(Cl)nc3ccccc23)c1 | 7% | -9% | -6% | -9% | -15% | 1% | -24% | 1%
Cc1cc2n(n1)C(c1ccc3c(c1)OCO3)Nc1ccccc1-2 (centres undefined) | 1% | -9% | -1% | i | -18% | -1% | -3% | -1%
CC(=O)C1=C(C)NC(=O)CC1c1ccc(Br)cc1 (centres undefined) | -2% | -5% | 2% | -2% | -2% | 17% | -14% | -1%
O=C(NCc1cccnc1)c1noc2c1CCCC2 | -1% | 7% | 3% | -9% | 10% | · | 5% | -6%
O=[N+]([O-])c1ccc(N2CCC(O)CC2)nc1 | 0% | -10% | -2% | 2% | 3% | 10% | · | -1%
CC(C)NS(=O)(=O)c1ccc(OCC(=O)Nc2cccc(F)c2)cc1 | 1% | -7% | -7% | 0% | -22% | -21% | 24%[10 µM] | -1%
COc1ccccc1NC(=O)c1nc(SCc2ccc(F)cc2)ncc1Cl | -5% | 0% | -12% | · | -5% | · | · | 0%
Cc1cc(C)n(-c2ccc(OCC(=O)O)nn2)n1 | -5% | -8% | 1% | -5% | 3% | -14% | 8% | 0%
C=CC1=C2C=C(C3CC3)N(CC(C)C)C=C2C(=O)C(C)(OC(=O)c2ccco2)C1=O (centres undefined) | 1%[11.2 µM] | -7%[11.5 µM] | -7%[11.6 µM] | 10%[11.5 µM] | -5%[11.6 µM] | · | -20%[10 µM] | 4%[11.2 µM]
CCC(=O)Nc1c(C(=O)N2CCN(c3ccc(F)cc3)CC2)oc2ccccc12 | 7% | -8% | -4% | · | -15% | · | · | -3%
O=C(Nc1ccc(F)cc1)N(Cc1ccco1)Cc1cc2cc3c(cc2[nH]c1=O)OCO3 | -8% | -8% | ? | 2% | -12% | -11% | 5%[10 µM] | 1%
CCC(c1nnnn1C(C)(C)C)N(Cc1ccco1)Cc1cc2cccc(C)c2[nH]c1=O (centres undefined) | -7% | -20% | 0% | -6% | -13% | · | -30% | -1%
CCOC(=O)C1CCCN(C(=O)c2[nH]c3ccccc3c2Sc2ccc(Cl)cc2)C1 (centres undefined) | 2% | 3% | 4% | · | -21% | · | · | -1%
FC(F)(F)c1ccc(-c2nnc(-c3ccccn3)c(-c3ccccn3)n2)nc1 | 1% | -8% | 2% | -1% | -2% | -4% | 14%[10 µM] | -3%
COC(=O)c1cc(=O)n(Cc2cccs2)c(=NCc2cccs2)s1 | -4% | -1% | -4% | 4% | 1% | -8% | 1% | -4%
O=C(Cc1cccs1)Nc1nnc(SCc2cccc3ccccc23)s1 | -9% | 2% | 0% | 17% | 6% | -48% | 6%[10 µM] | -1%
COc1c(C)cccc1C(=O)Nc1ccc(-c2nc3ccccc3s2)c(Cl)c1 | 10% | ? | ? | · | -16% | · | · | -15%
c1ccc(-c2ccc(C3=Nn4c(nnc4-c4cc(-c5ccccc5)n[nH]4)SC3)cc2)cc1 | -9% | -1% | -13% | -1% | 4% | 3% | -70%[inhibitor] | -1%
O=c1c(C=Nc2ccc(Cl)cc2)c[nH]n1-c1cccc(Cl)n1 | 2% | -4% | -2% | -9% | -3% | 6% | 9% | -3%
CC(C)C(=O)NC(=S)Nc1sc2c(c1C(N)=O)CCCC2 | 3% | ? | ? | -3% | -17% | -12% | · | -3%

A few values from the entries so far:
Cc1cc2n(n1)C(c1ccc3c(c1)OCO3)Nc1ccccc1-2 (centres undefined) | TRb SRC2 PPI: 1%
O=C(Cc1cccs1)Nc1nnc(SCc2cccc3ccccc23)s1 | RECQ1 inh: 17%
Cc1cc(C)n(-c2ccc(OCC(=O)O)nn2)n1 | Tau ThT inhib: -8%
c1ccc(-c2ccc(C3=Nn4c(nnc4-c4cc(-c5ccccc5)n[nH]4)SC3)cc2)cc1 | TRb SRC2 PPI: -9%
CC(=O)C1=C(C)NC(=O)CC1c1ccc(Br)cc1 (centres undefined) | Tau ThT inhib: -5%

The list is partial; count on the stated rates, not on these rows.
